# From PubChem
# AMPAR-TARP mod: GluA2-stargazin AMPA receptor complex modulation; calls only at 30 µM; 40,000 compounds, 3.5% hits; O88602+P19491; AID 1259245; HEK293 GluA2+stargazin, membrane potential dye (FDSS), glutamate EC50; hits were called plate by plate, in both directions;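 active = any of four per-well response measures lying three or more SD from its plate-wide compound average, in either direction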
# Target sequence (O88602 whole entry, looked up): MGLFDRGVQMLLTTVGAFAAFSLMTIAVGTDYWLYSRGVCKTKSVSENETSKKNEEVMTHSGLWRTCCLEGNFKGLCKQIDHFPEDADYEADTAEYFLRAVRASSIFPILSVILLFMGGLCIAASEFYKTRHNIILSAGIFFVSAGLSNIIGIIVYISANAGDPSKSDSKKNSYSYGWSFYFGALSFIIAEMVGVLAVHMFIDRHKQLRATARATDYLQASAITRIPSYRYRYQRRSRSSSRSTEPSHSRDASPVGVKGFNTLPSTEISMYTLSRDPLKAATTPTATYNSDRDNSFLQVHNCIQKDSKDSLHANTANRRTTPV
# Target sequence (P19491 whole entry, looked up): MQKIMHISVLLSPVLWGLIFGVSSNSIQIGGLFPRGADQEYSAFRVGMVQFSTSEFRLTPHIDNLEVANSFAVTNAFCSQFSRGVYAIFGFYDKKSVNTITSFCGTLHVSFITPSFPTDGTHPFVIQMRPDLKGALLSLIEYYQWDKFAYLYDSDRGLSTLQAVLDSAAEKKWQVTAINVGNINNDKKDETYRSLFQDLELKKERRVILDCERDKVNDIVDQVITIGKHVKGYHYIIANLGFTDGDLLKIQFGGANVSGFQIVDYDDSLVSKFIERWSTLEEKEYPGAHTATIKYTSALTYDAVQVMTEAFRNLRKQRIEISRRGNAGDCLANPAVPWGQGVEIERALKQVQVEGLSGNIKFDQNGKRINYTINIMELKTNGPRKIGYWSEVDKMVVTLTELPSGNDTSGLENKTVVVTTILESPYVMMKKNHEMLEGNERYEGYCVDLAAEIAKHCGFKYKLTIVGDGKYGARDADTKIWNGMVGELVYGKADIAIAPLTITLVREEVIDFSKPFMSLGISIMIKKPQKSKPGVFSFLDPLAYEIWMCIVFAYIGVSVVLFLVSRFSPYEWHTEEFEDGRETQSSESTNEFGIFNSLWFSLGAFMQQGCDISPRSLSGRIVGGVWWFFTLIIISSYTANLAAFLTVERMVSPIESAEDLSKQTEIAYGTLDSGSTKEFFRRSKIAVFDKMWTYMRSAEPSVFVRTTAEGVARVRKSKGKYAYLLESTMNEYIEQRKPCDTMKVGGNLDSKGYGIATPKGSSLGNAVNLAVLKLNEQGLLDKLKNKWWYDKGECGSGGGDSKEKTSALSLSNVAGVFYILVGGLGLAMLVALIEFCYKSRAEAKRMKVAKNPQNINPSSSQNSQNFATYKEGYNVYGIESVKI
# AMPAR-TARP mod agonism max-min: recorded beside AMPAR-TARP mod, whose call it bears; compound max-min signal; compound-alone response (agonism);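 unitless range of fluorescence divided by baseline over first 100 seconds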
# AMPAR-TARP mod glutamate slope: recorded beside AMPAR-TARP mod, whose call it bears; glutamate slope, % of max; measured here: glutamate response slope, % max;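 scaled per plate between vehicle wells and maximal 1 mM glutamate control wells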
# The depositor's hits bear a star; i = inactive; + = active, no number. Not all compounds are listed; rates above refer to the full screens.
SMILES,AMPAR-TARP mod,AMPAR-TARP mod agonism max-min,AMPAR-TARP mod glutamate slope
CSc1ccccc1NC(=O)C(=O)NCCc1ccc(Cl)cc1,+,0.14*,52*
CC(C)(Oc1ccc(Cl)cc1)C(=O)NCC1CCN(c2ccccn2)CC1,i,0.049,55
COc1cccc(CNC(=O)Cn2c(=O)n(C(C)C)c(=O)c3nscc32)c1,i,0.05,65
COCCn1c(N)c(C(=O)NC(C)CCc2ccccc2)c2nc3ccccc3nc21 (stereo not given),i,0.12,47
CC(C)(C)NC(=O)C(=O)c1cn(CC(=O)N2CCOCC2)c2ccccc12,i,0.11,59
CCOc1ccc(-c2ccc(=O)n(CCNC(=O)C(C)Oc3ccccc3F)n2)cc1 (stereo not given),i,0.047,53
Cc1cc2c(c(=O)n1CCCn1ccnc1)C(c1ccccc1F)C(C#N)=C(N)O2 (stereo not given),i,0.09,58
COC(=O)Cn1c(=O)c2c(nc(-n3nc(C)cc3C)n2CCC(C)C)n(C)c1=O,i,0.04,63
COc1ccccc1CCNC(=O)c1cc(N2C(=O)CCS2(=O)=O)ccc1Cl,i,0.12,70
COc1ccc(NC(=O)Cn2c(=O)n(CCCCC(=O)NCCC(C)C)c(=O)c3ccccc32)cc1,i,0.073,49
CCOC(=O)N1CCN(CC(O)COC2CC(C)CC(C)(C)C2)CC1 (stereo not given),i,0.033,48
O=C(CC(C(=O)O)N1CCCCC1)Nc1ccc(NC(=O)CC(C(=O)O)N2CCCCC2)cc1 (stereo not given),i,0.11,65
Cc1ccc(CNC(=O)Cn2c(=O)c3sccc3n(Cc3cccc([N+](=O)[O-])c3)c2=O)cc1,i,0.14,59
Cc1cc(C)c2c(n1)nn1c(NC(C)c3ccccc3)cc(C)nc21 (stereo not given),i,0.23,63
O=C(CSc1cc(N2CCN(c3ccccc3F)CC2)ncn1)c1cccs1,i,0.077,74
O=C(Nc1ccccc1-n1cccc1)c1ccccc1Br,i,0.059,-2
COC(=O)N1CCC(CNS(=O)(=O)c2ccc(OC(F)(F)F)cc2)CC1,i,0.11,61
O=C(CCc1csc(NC(=O)c2ccc[nH]c2=O)n1)NCC1CCCO1 (stereo not given),i,0.18,60
COc1ccc(-c2csc(NC(=O)Cc3ccc(SC)cc3)n2)c(OC)c1,i,0.095,51
CCC1CCCCN1S(=O)(=O)c1ccc(N)cc1 (stereo not given),i,0.13,57
CC(=O)N1CCc2ccc(NC(=O)NCc3cccs3)cc2C1,i,0.088,48
CC(C)C(=O)Nc1ccc(C(=O)NCCNC(=O)CCSc2ccccc2)cc1,i,0.092,48
O=C(c1ccco1)N1CCc2ccc(NS(=O)(=O)c3ccc(F)cc3F)cc21,i,0.077,45
CCOc1ccc(NC(=O)C(=O)Nc2ccc(C)cc2[N+](=O)[O-])cc1,i,0.11,55
CC(C)c1nnc(NC(=O)c2ccc(S(=O)(=O)NC3CCCC3)cc2)s1,i,0.091,62
Cn1cccc1C(O)CNC(=O)NCCCc1ccccc1 (stereo not given),i,0.094,57
COc1ccc(N2CCN(C(CNS(=O)(=O)c3ccc(C)cc3)c3cccnc3)CC2)cc1 (stereo not given),i,0.13,57
CCC(=O)c1ccc2c(c1)CCCC2,i,0.031,33
O=C(N1CCC(c2nnc(-c3ccc(F)cc3)o2)CC1)C1(c2cccs2)CCCC1,+,0.045*,73*
COc1ccc(NC(=O)CSc2nc(=O)n(N3CCN(C)CC3)c3c2CCCC3)c(OC)c1,i,0.12,55
CCOc1cc(S(=O)(=O)N2CCC(C(N)=O)CC2)ccc1F,i,0.12,66
O=C(CSc1nc2c(sc(=S)n2-c2ccccc2)c(=O)[nH]1)NCc1ccco1,i,0.064,49
COc1ccc(N2CC(c3nc4ccccc4n3CC(O)COc3ccc(C)cc3C)CC2=O)cc1 (stereo not given),i,0.11,45
Cc1ccc2c(c1)N(C(=O)CN1CCN(Cc3ccccc3C)S1(=O)=O)CCO2,i,0.083,61
COc1ccc(S(=O)(=O)NCc2ccsc2)cc1OC,i,0.023,24
COc1ccc(-c2ccc(N3CCCC(C(=O)NCc4ccc5c(c4)OCO5)C3)nn2)cc1 (stereo not given),i,0.16,47
COc1ccc(C)cc1S(=O)(=O)Nc1ccc2c(c1)N(S(=O)(=O)c1ccc(F)cc1)CCC2,i,0.092,73
Cc1ccc(-c2cc(C(=O)NCC3CCCO3)c3c(C)nn(C4CCS(=O)(=O)C4)c3n2)cc1 (stereo not given),i,0.078,61
O=C(c1nc2ccccc2s1)N1CCN(Cc2nc(-c3ccc(F)cc3)cs2)CC1,i,0.14,60
CCCN1C(=O)CCc2cc(NC(=O)COc3ccccc3F)ccc21,i,0.051,48
Cc1ccccc1C(=O)Nc1sc(C)c(C)c1-c1nc2ccccc2s1,i,0.083,38
O=C(NCC(O)(c1ccccc1)C(F)(F)F)c1ccccc1Br (stereo not given),i,0.1,53
COc1ccc(SCCC(=O)Nc2nc(-c3ccccc3)c(C(C)=O)s2)cc1,i,0.14,67
CCCc1nc2c(c(=O)c3ccccc3n2C)c(=O)n1CCc1ccccc1,i,0.11,37
COC(=O)c1sccc1S(=O)(=O)N(CC(=O)Nc1ccc(C)cc1)c1ccc(Cl)cc1,i,0.092,74
Cc1cccc(C)c1Nc1nc2c(c(=O)n(C)c(=O)n2C)n1CC(=O)O,i,0.062,49
Cc1ccc2c(=O)c(S(=O)(=O)c3ccccc3)cn(CC(=O)N3CCc4ccccc4C3)c2n1,i,0.072,58
COCCNc1nc2c(S(=O)(=O)c3ccccc3)nnn2c2ccc(Cl)cc12,i,0.1,51
COc1ccc(C2N(c3ccc(OC)cc3)C(=O)C23CCCC3)cc1 (stereo not given),i,0.044,56
Cc1ccc(CNC(=O)c2ccc(S(=O)(=O)c3ccc(C)cc3)nc2)cc1,i,0.063,38
# Remaining list, next part:
SMILES,AMPAR-TARP mod,AMPAR-TARP mod agonism max-min,AMPAR-TARP mod glutamate slope
COc1ccc(Cc2nc3ccccc3n2CC(=O)N2CCCCCC2)cc1OC,i,0.069,63
O=C(NCCC(O)c1cccs1)C1(c2ccc(Cl)cc2)CCCC1 (stereo not given),+,0.075*,63*
Cc1ccc2c(c1)N(C)C(=O)c1cc(NC(=O)c3ccccn3)ccc1O2,i,0.11,33
O=c1oc2ccc(Br)cc2cc1S(=O)(=O)c1cc(F)cc(F)c1,i,0.11,54
COc1cccc(-c2noc(-c3cc(-c4cccs4)[nH]n3)n2)c1OC,i,0.12,62
COc1ccc(/C=C/C(=O)NCCNc2ccc(C)nn2)cc1OC,i,0.15,51
Cc1ccc(Cn2c(C3CC(=O)N(C)C3)nc3ccccc32)cc1 (stereo not given),i,0.028,55
Cc1c(Cl)cccc1S(=O)(=O)NCC(O)(c1ccccc1)C1CC1 (stereo not given),i,0.15,41
Cc1ccc(C(=O)N2CCN(c3nccn3C)CC2)cc1,i,0.056,63
O=S(=O)(NCC1CCN(Cc2ccco2)CC1)c1ccc(F)c(Cl)c1,i,0.059,60
CCN1C(=O)c2cccc3c(NC(=O)CCCS(=O)(=O)c4ccccc4)ccc1c23,i,0.087,62
COc1ccc(S(=O)(=O)N2CCCOC2CNC(=O)C(=O)NCCN(C)C)cc1C (stereo not given),i,0.093,88
COc1ccc(NC(=O)Cn2cc(-c3nnc(C)o3)c3ccccc32)cc1,i,0.093,55
CC(=O)Nc1ccc(OCC(O)CN2CCN(S(=O)(=O)c3ccc(NC(C)=O)cc3)CC2)cc1 (stereo not given),i,0.084,50
O=C(Nc1ccc(Cl)c([N+](=O)[O-])c1)c1ccc(=O)n(Cc2ccccc2Cl)c1,i,0.11,47
CCOC(=O)N1CCN(C(=O)CSc2nnc(-c3cccnc3)o2)CC1,i,0.1,56
O=C1OC(C(=O)Nc2ncc(Cc3ccccc3)s2)Cc2ccccc21 (stereo not given),i,0.063,45
Cn1c(=O)n(Cc2cccnc2)c(=O)c2c(N3CCN(C(=O)c4ccco4)CC3)ccnc21,i,0.086,45
O=C(Nc1cc(-c2cccs2)nn1CCO)C1c2ccccc2Oc2ccccc21,i,0.11,54
CC(C)NC(=O)Cn1cc(-c2nc(-c3cnccn3)no2)ccc1=O,i,0.16,49
COc1ccc(OC)c(S(=O)(=O)Nc2ccc(CC(=O)N(C)C)cc2)c1,i,0.12,59
CC(C)C(CNC(=O)Nc1cccc(Cl)c1)N(C)C (stereo not given),i,0.042,61
Cc1ccc2c(c1)CCCN2C(=O)C1CCCN(c2ccc(-n3cccn3)nn2)C1 (stereo not given),i,0.07,73
COc1ccc(OC)c(-c2ccc(SCC(=O)NC3CCCC3)nn2)c1,i,0.028,63
Cc1cc(NC(=O)CSc2ccc(NC(=O)c3ccccc3)nn2)no1,i,0.075,49
O=C(NCCc1ccsc1)C1(c2ccc(Cl)cc2)CCCC1,+,0.13*,27*
Cc1cc(C)n(-c2cc(N3CCCC(C(=O)Nc4nc5ccccc5s4)C3)ncn2)n1 (stereo not given),i,0.12,55
CC1CC(C)CN(C(=O)c2cc3cccnc3n(Cc3ccccc3)c2=O)C1 (stereo not given),i,0.05,64
CCn1ccnc1N1CCN(C(=O)c2cc3cccc(OC)c3oc2=O)CC1,i,0.042,52
NC(=O)Cn1nnn(-c2ccc(NC(=O)c3ccc4nsnc4c3)cc2)c1=O,i,0.16,50

# Compounds shown so far with an aryl thioether with sulfur outside any ring (10):
SMILES,AMPAR-TARP mod,AMPAR-TARP mod agonism max-min,AMPAR-TARP mod glutamate slope
CSc1ccccc1NC(=O)C(=O)NCCc1ccc(Cl)cc1,+,0.14*,52*
O=C(CSc1cc(N2CCN(c3ccccc3F)CC2)ncn1)c1cccs1,i,0.077,74
COc1ccc(-c2csc(NC(=O)Cc3ccc(SC)cc3)n2)c(OC)c1,i,0.095,51
CC(C)C(=O)Nc1ccc(C(=O)NCCNC(=O)CCSc2ccccc2)cc1,i,0.092,48
COc1ccc(NC(=O)CSc2nc(=O)n(N3CCN(C)CC3)c3c2CCCC3)c(OC)c1,i,0.12,55
O=C(CSc1nc2c(sc(=S)n2-c2ccccc2)c(=O)[nH]1)NCc1ccco1,i,0.064,49
COc1ccc(SCCC(=O)Nc2nc(-c3ccccc3)c(C(C)=O)s2)cc1,i,0.14,67
CCOC(=O)N1CCN(C(=O)CSc2nnc(-c3cccnc3)o2)CC1,i,0.1,56
COc1ccc(OC)c(-c2ccc(SCC(=O)NC3CCCC3)nn2)c1,i,0.028,63
Cc1cc(NC(=O)CSc2ccc(NC(=O)c3ccccc3)nn2)no1,i,0.075,49

# (more compounds)
SMILES,AMPAR-TARP mod,AMPAR-TARP mod agonism max-min,AMPAR-TARP mod glutamate slope
COc1ccc(-c2ccc(=O)n(CCCC(=O)NC3CCCC3)n2)cc1,i,0.064,32
Cc1ccc(-c2nnc(NC(=O)c3ccc(S(=O)(=O)N4CCCCCC4)cc3)o2)cc1C,i,0.069,59
Cc1cccc(C)c1-n1nnc(C(=O)NC2CCS(=O)(=O)C2)c1C (stereo not given),i,0.066,54
CC(C)S(=O)(=O)c1ccc(C(=O)Nc2nnc(-c3ccccc3)o2)cc1,i,0.13,64
COC(=O)C1=C(C)NC(C)=C(C(=O)OC)C1c1ccc(-c2ccccc2F)o1,i,0.07,63
CC(C)Cn1c(SCc2ccccc2)nc2cc(C(=O)NC(C)C)ccc2c1=O,i,0.072,56
Cc1cc(-c2nnc(NC(=O)c3ccc(S(C)(=O)=O)cc3)o2)nn1C,i,0.15,44
CCOC(=O)c1sc(NC(=O)C2CCN(S(=O)(=O)c3ccc(OC)cc3)CC2)cc1C,i,0.16,58
COc1ccc(OC)c(NC(=O)CSc2nc(=O)n(N3CCN(C)CC3)c3c2CCCC3)c1,i,0.12,52
O=C(NCCCn1cccc1)c1ccccc1C(F)(F)F,i,0.051,62
CCCS(=O)(=O)N1CCc2ccc(NC(=O)C3CCCC3)cc2C1,i,0.036,44
CC(=O)NCCNC(=O)C1CCC(Cn2c(=S)[nH]c3ccccc3c2=O)CC1 (stereo not given),i,0.1,63
COc1ccc(CNC(=O)C(=O)Nc2c3c(nn2C(C)(C)C)CSC3)cc1,i,0.029,59
CCCCOc1ccc(C(=O)Nc2cccc(N3CCCCC3=O)c2)cc1,i,0.098,56
Cc1cc(-n2ccnc2)n2nc(C)c(-c3ccc(Cl)cc3)c2n1,i,0.1,62
COc1ccccc1CCNC(=O)C(=O)Nc1ccc2c(c1)N(C(=O)C(C)C)CCC2,i,0.052,70
O=C(COc1ccccc1)N1CCC2(CC1)NC(=O)N(CCOc1ccccc1)C2=O,i,0.06,38
Cc1cc(C)n(CCN2CCCN(C(=O)C3CC=CCC3)CC2)n1 (stereo not given),i,0.09,52
COc1ccccc1N1CCN(c2nnc(SCC(=O)Nc3ccc4c(c3)OCO4)s2)CC1,i,0.15,53
CC(C)C(=O)N1CCCc2ccc(NC(=O)C(=O)NCc3ccccc3)cc21,i,0.056,64
O=C(Nc1ccc2c(c1)CN(S(=O)(=O)c1ccccc1)CC2)Nc1ccccc1C(F)(F)F,i,0.081,67
CCN(CC)C(=O)Cn1cc(C(=O)C(=O)NCc2ccccc2OC)c2ccccc21,i,0.048,61
CC1CCCN(S(=O)(=O)c2ccc(-c3nc(C#N)c(N4CCCCCC4)o3)cc2)C1 (stereo not given),i,0.12,83
